Screening data deposited in PubChem by The Scripps Research Institute Molecular Screening Center.
PAFAH1B3 inh: inhibitors of human PAFAH1B3 | recombinant PAFAH1B3, FP-rhodamine probe, fluorescence polarization | inhibition, % at 3.39 µM | hit rate 0.28% among 340,000;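 active means inhibition above the screen-wide average of all tested compounds plus 3 SD, cut at about 25% in these data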;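 further: 0% = enzyme with DMSO only and 100% = wells lacking PAFAH1B3 protein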
Target sequence (Q15102 whole entry, looked up): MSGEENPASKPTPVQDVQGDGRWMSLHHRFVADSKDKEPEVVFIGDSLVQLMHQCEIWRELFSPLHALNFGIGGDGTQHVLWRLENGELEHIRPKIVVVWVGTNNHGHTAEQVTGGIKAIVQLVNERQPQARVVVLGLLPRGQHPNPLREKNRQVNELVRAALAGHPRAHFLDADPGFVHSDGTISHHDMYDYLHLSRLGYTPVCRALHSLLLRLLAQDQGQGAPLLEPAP
PAFAH1B2 inh: inhibitors of human PAFAH1B2; P68402; recombinant PAFAH1B2, FP-rhodamine activity probe, fluorescence polarization; inhibition, % at 3.39 µM; hit rate 1.2% among 340,000; AID 492953;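 active means inhibition above the mean of all tested compounds plus 3 SD, cut at about 24% in these data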;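 further: 0% = enzyme with DMSO and 100% = wells lacking PAFAH1B2; many of its hits are not listed in these tables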
PAFAH2 inh: inhibitors of human PAFAH2. recombinant PAFAH2, FP-rhodamine activity probe, fluorescence polarization. hit rate 0.99% among 340,000. Q99487. inhibition, % at 3.39 µM;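 active means inhibition above the mean over all tested compounds plus 3 SD, cut at about 30% in these data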;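 further: inhibitors block probe labeling of enzyme so polarization drops; 0% = enzyme with DMSO and 100% = wells lacking PAFAH2 protein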
LYPLA2 counter: blocks human lysophospholipase 2, a PME1 counter-screen | O95372 | recombinant LYPLA2, FP-Rh probe fluorescence polarization | inhibition, % at 5.9 µM | hit rate 0.38% among 320,000 | AID 2177;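 active means inhibition above the screen-wide mean plus 3 SD, limit set per campaign, cut at about 26% in these data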;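 further: 0% = LYPLA2 with DMSO and 100% = wells lacking LYPLA2 enzyme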
Target sequence (O95372 whole entry, looked up): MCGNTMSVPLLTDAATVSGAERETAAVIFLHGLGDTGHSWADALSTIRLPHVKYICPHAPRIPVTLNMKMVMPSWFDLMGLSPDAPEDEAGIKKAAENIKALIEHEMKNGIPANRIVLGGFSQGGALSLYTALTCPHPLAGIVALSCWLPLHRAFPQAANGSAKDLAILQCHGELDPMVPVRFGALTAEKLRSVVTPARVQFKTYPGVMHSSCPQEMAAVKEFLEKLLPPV
PREPL inhibitor: inhibits the human prolyl oligopeptidase-like enzyme; hit rate 0.68% among 320,000; recombinant PREPL, fluorescence polarization activity-based probe; inhibition, % at 5.96 µM; Q4J6C6; in the data active means inhibition above about 43%;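 further: 0% = enzyme with DMSO and 100% = wells lacking enzyme; many of its hits are not listed in these tables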
GSTO1 counter: GSTO1 inhibition, counter-screen for RBBP9 inhibitors; P78417; recombinant GSTO1, activity-based probe fluorescence polarization; inhibition, % at 5.96 µM; hit rate 1.1% among 300,000; AID 1974;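 active means inhibition above the campaign mean inhibition plus 3 SD, cut at about 35% in these data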;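 further: 0% = GSTO1-1 with DMSO and 100% = wells lacking GSTO1-1 enzyme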
Target sequence (P78417 whole entry, looked up): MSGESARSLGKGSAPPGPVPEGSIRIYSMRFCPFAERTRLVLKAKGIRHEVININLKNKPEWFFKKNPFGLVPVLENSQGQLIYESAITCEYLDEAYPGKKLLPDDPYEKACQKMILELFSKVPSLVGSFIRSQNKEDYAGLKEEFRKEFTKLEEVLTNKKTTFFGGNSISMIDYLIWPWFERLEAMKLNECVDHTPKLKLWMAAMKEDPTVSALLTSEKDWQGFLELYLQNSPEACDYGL
PAD4 FP inh: inhibitors of human PAD4. Q9UM07. recombinant PAD4, RCA probe fluorescence polarization. inhibition, % at 6.36 µM. hit rate 0.41% among 330,000;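 active means percent inhibition above a cutoff equal to the mean of all tested compounds plus 3 SD, cut at about 15% in these data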;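 further: 0% = PAD4 with RCA probe and DMSO and 100% = probe without PAD4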
LYPLA1 counter: counter-screen for PME1 inhibitors: inhibitors of human LYPLA1; hit rate 0.16% among 320,000; O75608; recombinant LYPLA1, FP-Rh probe fluorescence polarization; inhibition, % at 5.9 µM;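 active means inhibition above the mean of all tested compounds plus 3 SD, set per campaign, cut at about 14% in these data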;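 further: inhibitors block serine hydrolase probe labeling of LYPLA1 so polarization falls; 0% = enzyme with DMSO and 100% = wells lacking LYPLA1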
Target sequence (O75608 whole entry, looked up): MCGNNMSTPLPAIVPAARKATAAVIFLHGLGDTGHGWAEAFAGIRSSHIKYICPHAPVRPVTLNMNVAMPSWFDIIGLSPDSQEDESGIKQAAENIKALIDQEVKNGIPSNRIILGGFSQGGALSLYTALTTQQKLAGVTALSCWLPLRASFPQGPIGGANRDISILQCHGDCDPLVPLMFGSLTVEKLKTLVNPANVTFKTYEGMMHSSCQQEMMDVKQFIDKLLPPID
pPAFAH inh: inhibitors of human plasma PAF acetylhydrolase (pPAFAH). inhibition, % at 3.39 µM. hit rate 1.5% among 330,000. Q13093. recombinant pPAFAH, FP-rhodamine probe fluorescence polarization. AID 463082;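 active means inhibition above the mean inhibition across the screen plus 3 SD, cut at about 25% in these data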;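 further: inhibitors block binding of the rhodamine activity-based probe so polarization drops; 0% = enzyme with DMSO and 100% = wells lacking pPAFAH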
An asterisk follows results filed as active; / = not tested or not shown. A portion of the library (hit frequency here may not be typical).

SMILES | PAFAH1B3 inh | PAFAH1B2 inh | PAFAH2 inh | LYPLA2 counter | PREPL inhibitor | GSTO1 counter | PAD4 FP inh | LYPLA1 counter | pPAFAH inh
C[N+]1(CC(O)COCC2COc3ccccc3O2)CCOCC1 (centres undefined) | 5 | 2 | -11 | -2 | 8 | 13 | 3 | 1 | 1
Cc1cccc(NC(=O)Cn2c(=O)n(CC3CCCO3)c(=O)c3ccccc32)c1 (centres undefined) | 10 | -1 | -15 | 2 | 21 | -5 | -1 | 4 | 2
O=C(Cn1cccc1C(=O)c1ccccc1)NCc1cccc(Cl)c1 | 4 | 4 | 1 | 12 | 8 | 11 | 2 | 5 | 3
O=c1c2cc(O)c(O)cc2oc2cc(O)c(C3OC(CO)C(O)C(O)C3O)c(O)c12 (centres undefined) | 21 | 12 | 6 | 1 | -1 | 32 | 6 | 2 | 4
Cc1nnc(CN(C)C(=O)c2cc(COc3ccc(C)c(C)c3)on2)o1 | 7 | 5 | 5 | -1 | -1 | -36 | 0 | -2 | 3
CC(C)CC(=O)Nc1ccc(Oc2ccc3c(c2)C(=O)NC3=O)cc1 | 1 | -7 | 7 | 2 | 2 | -5 | -2 | -4 | 2
CCc1ccc(NC(=O)CCCn2nc(CC)n3c(cc4occc43)c2=O)cc1 | 0 | 8 | 5 | 1 | 12 | -1 | -3 | -3 | 2
N#C/C(=C\c1ccc(OCc2ccccc2)cc1)C(=O)Nc1ccc(C(=O)O)cc1 | / | / | / | 4 | -3 | 3 | -2 | 2 | 3
CN(CC(=O)Nc1ccccc1Sc1ccccc1)C1CCCCC1 | 4 | 3 | 0 | 2 | 10 | 10 | 0 | 0 | 1
COC(=O)CN(c1nc(C)cc(OC)n1)S(=O)(=O)c1ccc(C)cc1 | -7 | 5 | 9 | 4 | 1 | 5 | -3 | -3 | 3
COc1ccccc1Nc1nc(N2CCCC2)nc(N2CCOCC2)n1 | -5 | 0 | 2 | -3 | -2 | 5 | -1 | -2 | 3
O=c1[nH]c(CN2CCN(c3ncccn3)CC2)nc2c(Br)cc(Br)cc12 | -8 | 0 | -6 | -1 | -8 | 0 | 0 | -3 | 1
O=C(c1cc2ccccc2c(=O)o1)N1CCCC1 | / | / | / | 4 | 3 | -2 | -7 | -4 | -9
CC1CCCCN1C(=O)COC(=O)C1CCN(S(=O)(=O)c2c(Cl)cccc2Cl)CC1 (centres undefined) | -1 | -3 | 1 | 4 | 10 | -1 | -2 | 1 | 3
COc1ccc(NC(=O)C(c2ccc(C)cc2)N(C)C(=O)CNC(C)=O)cc1 (centres undefined) | 6 | 8 | 6 | 8 | -9 | 5 | -3 | 4 | 4
CC(C)(O)C#Cc1ccc(C(=O)NCc2ccccc2F)cc1 | 1 | 3 | 10 | 13 | 11 | -3 | 1 | -2 | 4
CC(=O)c1c(C)oc2ccc(NS(=O)(=O)c3ccc(O)c(C(=O)O)c3)cc12 | 6 | -1 | 11 | 4 | 3 | 4 | 1 | 0 | 5
O=C(CSc1nnc(-c2ccncc2)o1)Oc1ccccc1 | 8 | 0 | 3 | -3 | 0 | -1 | 0 | -1 | 1
CC1CCN(CC(O)COc2cccc(F)c2)CC1 (centres undefined) | 12 | 0 | 1 | -8 | -4 | 8 | 0 | 1 | 0
COc1ccccc1C(=O)Nc1ccc(N2CCN(C(C)=O)CC2)cc1 | 10 | -2 | 4 | 0 | -4 | 3 | -4 | 0 | 8
O=C(CN1C(=O)COCC1=O)N1CCOCC1 | 0 | 2 | 2 | 11 | 22 | -1 | 1 | 0 | 6
COCCN(C(=O)CSc1nnc(-c2cccc(F)c2)n1N)c1c(N)n(CC(C)C)c(=O)[nH]c1=O | 2 | -1 | 1 | -5 | -1 | -1 | 2 | -1 | 0
COC(=O)CSC1=C(C#N)C(c2ccc3c(c2)OCO3)C2=C(CCCC2=O)N1 (centres undefined) | -4 | -5 | 5 | 8 | 9 | 6 | 3 | 0 | 7
Cc1ccc(NC(=O)c2ccc(OCC3CCCO3)cc2)nc1 (centres undefined) | 11 | 1 | 5 | 4 | 2 | -12 | -1 | 4 | -2
COc1cccc2c1OCC(C(=O)NCc1ccc(Cl)cc1Cl)=C2 | -1 | 6 | 2 | 3 | -4 | -2 | -4 | 0 | -2

More structures follow.
SMILES | PAFAH1B3 inh | PAFAH1B2 inh | PAFAH2 inh | LYPLA2 counter | PREPL inhibitor | GSTO1 counter | PAD4 FP inh | LYPLA1 counter | pPAFAH inh
COc1cccc(OC)c1NC(=O)CN(C)S(=O)(=O)c1ccc2c(c1)OCCO2 | 4 | 3 | 4 | 2 | 0 | 0 | 0 | 0 | 6
O=C(OCCN1CCOCC1)c1ccc(Cl)cc1Cl | 1 | 4 | 6 | 4 | -2 | 4 | 4 | -2 | 6
COC(=O)c1ccccc1NC(=O)CSc1n[nH]c(-c2cccnc2)n1 | 3 | 3 | -1 | -3 | 0 | 1 | -3 | -4 | 5
Cc1onc(-c2c(F)cccc2Cl)c1C(=O)Nc1cccc(S(=O)(=O)N2CCOCC2)c1 | 11 | 1 | 2 | / | 20 | / | -3 | / | 3
O=C(O)c1ccc(N=C2SCC(=O)N2Cc2ccccc2)cc1 | 5 | 14 | 3 | 5 | 12 | 3 | -2 | -1 | 5
CCOc1ccccc1C1C2CCCCC2(O)CCN1C(=O)c1cccs1 (centres undefined) | 4 | 3 | 2 | 4 | 6 | 0 | 3 | 5 | -1
CC(=O)Nc1ccc(S(=O)(=O)NNC2=NS(=O)(=O)c3ccccc32)cc1 | 7 | 3 | 7 | 10 | 5 | 7 | 4 | 2 | 2
C=CCSc1nnc(-c2cccc3ccccc23)o1 | 8 | 2 | 0 | / | 10 | / | -5 | / | -7
Cc1cc(Nc2c(C#N)c(N)nn2C)ccc1F | 2 | -2 | 3 | 1 | 8 | 4 | 9 | 1 | 2
CCCCNC(=S)N(C)/N=C/c1ccc(F)cc1 | 8 | 11 | -5 | 1 | -10 | -8 | -6 | -1 | 4
CC(=O)NCC(=O)OC(C)C(=O)Nc1ccc(C(C)=O)cc1 (centres undefined) | 9 | 7 | 6 | -1 | -2 | 2 | -3 | -1 | 5
CCCOC(=O)c1c(-c2ccc(OC)cc2)oc2ccc(-c3ccc(OC)nc3)cc12 | -1 | 0 | -1 | 2 | 12 | 0 | 0 | 3 | -1
CCn1c(C)nc2cc(-c3nnc(-c4c(-c5ccccc5)noc4C)o3)ccc21 | 0 | -4 | -4 | 4 | 8 | -4 | -1 | -9 | 3
Cc1ccccc1COc1ccc(-c2nn[nH]n2)cc1 | 6 | 12 | 2 | 7 | -6 | -3 | 4 | 0 | 4
O=c1c(-c2ccc(O)cc2)coc2c(C3O[C@H](CO)[C@@H](O)[C@H](O)[C@H]3O)c(O)ccc12 (some centres undefined) | 5 | 6 | -9 | 2 | 2 | -4 | -1 | -2 | 3
Brc1ccc(/C=N/c2nc3ccccc3n2CCN2CCOCC2)cc1 | 0 | 1 | 4 | 0 | 4 | -1 | -1 | 3 | 4
CC1(C)CC(=O)C(C=NCC(O)c2ccccc2)=C(O)C1 (centres undefined) | -4 | -1 | 9 | 3 | 2 | 4 | 1 | -1 | 0
Cc1nnn(C23C[C@@H]4C[C@@H](CC(C(=O)N5CCN(c6ccccc6)CC5)(C4)C2)C3)n1 | 1 | 1 | 2 | 6 | 12 | 11 | 3 | 2 | -5
O=C(Nc1cccnc1)C1(c2ccccc2)CCCC1 | 10 | 19 | 1 | -2 | -6 | 5 | -2 | -1 | 5
COc1ccccc1CNC(=O)c1cc(S(=O)(=O)N2CCCC2)cn1C | 2 | 5 | -2 | -3 | -3 | 2 | 1 | -3 | 2
CCOC(=O)N1CCN(CCC(=O)Nc2cc(OC)cc(OC)c2)CC1 | -8 | 6 | 3 | 1 | -1 | 6 | -9 | 4 | 2
CN(CC(=O)Nc1ccncc1)S(=O)(=O)c1ccc(Br)cc1 | -12 | 3 | 9 | -2 | 0 | -5 | -6 | -6 | 1
O=C(NCc1cccnc1)C1CCCN(S(=O)(=O)c2ccc(Cl)cc2)C1 (centres undefined) | -1 | 3 | 3 | 1 | -4 | 18 | 2 | 0 | 5
CCOC(=O)C(Sc1nn(C)c(=S)s1)C(C)=O (centres undefined) | 10 | 5 | -2 | 2 | -3 | -5 | -1 | 1 | 5
CCOc1ccc(N(CC(=O)N/N=C(\C)c2cccc(NC(C)=O)c2)S(=O)(=O)c2ccccc2)cc1 | -1 | 2 | -3 | -2 | -6 | -4 | -2 | -8 | 2

Next section; it opens with the 2 that closed the last part.
SMILES | PAFAH1B3 inh | PAFAH1B2 inh | PAFAH2 inh | LYPLA2 counter | PREPL inhibitor | GSTO1 counter | PAD4 FP inh | LYPLA1 counter | pPAFAH inh
CCOC(=O)C(Sc1nn(C)c(=S)s1)C(C)=O (centres undefined) | 10 | 5 | -2 | 2 | -3 | -5 | -1 | 1 | 5
CCOc1ccc(N(CC(=O)N/N=C(\C)c2cccc(NC(C)=O)c2)S(=O)(=O)c2ccccc2)cc1 | -1 | 2 | -3 | -2 | -6 | -4 | -2 | -8 | 2
CC1CN(C2CCN(C(=O)COc3ccccc3)CC2)CC(C)O1 (centres undefined) | 3 | 4 | 3 | -1 | 24 | 4 | -9 | 2 | 2
COc1ccc2nc(NC(=O)c3ccc(F)cc3)sc2c1 | 13 | -3 | 2 | 0 | -2 | -7 | 2 | 3 | 2
COc1ccc(CNC(=O)C(C)Cc2ccccc2)cc1O (centres undefined) | -3 | 2 | 1 | -4 | -6 | 3 | 2 | 1 | -1
CC(C)(C)OC(=O)NC(=NCCCc1cn(CC(=O)N2CCN(C(=O)OC(C)(C)C)CC2)nn1)NC(=O)OC(C)(C)C | 3 | 0 | -2 | -1 | 16 | 1 | -6 | 3 | 2
COc1ccc(-n2c(=O)cc(N3CCN(c4ccccc4F)CC3)[nH]c2=O)cc1 | -4 | 1 | -3 | -1 | 8 | 10 | 2 | 2 | 0
CCOC(=O)C1=CNS(=O)(=O)NC1c1ccc(C[C@H](NC(=O)CNC(=O)CCc2ccccc2)C(N)=O)cc1 (some centres undefined) | 4 | 3 | 2 | / | / | / | 5 | / | -2
COc1ccc(C(=O)N2CCN(S(=O)(=O)c3cc(Cl)ccc3OC)CC2)cc1 | 1 | 1 | -3 | 2 | 11 | -1 | -2 | 1 | -1
C=CCN1C(=O)C2C3CC(=O)C(c4ccccc43)C2C1=O (centres undefined) | / | / | / | -2 | -5 | 3 | -3 | -1 | 2
COc1cc(OC)cc(C(=O)NC(C)c2ccc(Br)cc2)c1 (centres undefined) | 12 | 8 | -3 | -1 | 2 | -1 | -10 | -2 | -1
CCOC(=O)c1c(C)[nH]c(C(=O)OCC(=O)NCCc2ccc(OCC)c(OCC)c2)c1C | 3 | 8 | 14 | -6 | -3 | -3 | -4 | -2 | 2
CN1C(=O)CC(c2ccccc2)CC1=O | 8 | 2 | 4 | 9 | 6 | 7 | -3 | 3 | 6
Cc1ccc2nc(N3CCN(Cc4ccc(F)cc4)C3=O)c(C)cc2c1 | 6 | 5 | 5 | 0 | 7 | 12 | -1 | 4 | -1
COc1ccc(C2=NOC(C(=O)Nc3cc(C)on3)C2)cc1OC (centres undefined) | 5 | 3 | -2 | 1 | 7 | -2 | 4 | -3 | -4
Cc1cc(C)c(NC(=O)c2ccc3c(c2)NC(=O)C(C)S3)c(C)c1 (centres undefined) | -4 | 3 | 7 | 2 | 14 | / | -1 | 0 | 0
CCc1ccc(S(=O)(=O)Nc2ccc(Br)cn2)cc1 | 14 | 3 | -2 | 6 | -10 | 2 | 2 | 1 | 5
O=C(NNC(=S)NCCCN1CCOCC1)c1ccncc1 | 8 | 7 | 4 | 10 | 6 | 1 | 0 | 5 | 0
